# Screens from PubChem.
# D1 ag: activates the human D1 dopamine receptor; HEK293 T-REx D1 cells, calcium flux, agonist mode; P21728; activation, % at 2 µM; AID 504660; hit rate 1% among 360,000; in the data active means activation above about 30%; further: 0% is about no effect
# Target sequence (P21728 whole entry, looked up): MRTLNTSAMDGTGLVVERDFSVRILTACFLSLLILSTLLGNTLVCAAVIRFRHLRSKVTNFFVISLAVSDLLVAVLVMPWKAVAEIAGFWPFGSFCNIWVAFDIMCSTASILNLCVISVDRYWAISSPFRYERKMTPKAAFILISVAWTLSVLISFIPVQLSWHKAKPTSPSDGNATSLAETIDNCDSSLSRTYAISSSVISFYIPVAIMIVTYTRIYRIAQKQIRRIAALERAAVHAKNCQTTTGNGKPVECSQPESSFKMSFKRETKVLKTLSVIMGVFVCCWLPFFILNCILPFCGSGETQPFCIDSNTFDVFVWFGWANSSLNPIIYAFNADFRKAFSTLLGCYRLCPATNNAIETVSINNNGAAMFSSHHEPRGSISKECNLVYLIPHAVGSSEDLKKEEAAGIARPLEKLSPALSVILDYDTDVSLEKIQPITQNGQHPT
#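 Inducible HEK293 T-REx D1 cells, force-coupled to calcium signalling, were plated at 4000 cells/well with tetracycline and held overnight at 30 C. After no-wash calcium dye loading, compound-evoked calcium rise over 180 s flagged agonists.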
# D1 potentiator: human D1 dopamine receptor positive modulation; HEK293 TREx D1 cells, calcium flux, dopamine EC20 potentiation; potentiation, % at 10 µM; hit rate 0.036% among 360,000; AID 504651; in the data active means potentiation above about 30%; further: 0% is about no effect
# Vif-A3F inh: inhibitors of Vif-A3F interaction | AID 602313 | Potency, µM (doses to about 46.1 µM), without a hit: at the top dose activity, negative = active | HeLa A3F-eYFP + Vif (tagged APOBEC3F with the HIV-1 protein that degrades it), YFP fluorescence increase | hit rate 0.2% among 390,000; further: potency means the concentration at half of the fitted maximal effect; % of control where 0% means no effect; nearly all actives have a fitted effect of over 65% in size
#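 HeLa cells stably expressing Vif plus C-terminally eYFP-tagged A3F were seeded, incubated overnight at 37 deg C, dosed with compound, incubated overnight again at 37 deg C. Yellow fluorescence (Ex 488/Em 500-530) reported blocked Vif-mediated A3F-eYFP degradation.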
# D1 antag: antagonists of human D1 dopamine receptor; hit rate 3.2% among 360,000; activity change, negative = inhibition, % at 10 µM; HEK293 TREx D1 cells, calcium flux, dopamine EC80; stronger effect = lower value; P21728; in the data active means activity change below about -30%; further: on the % scale 0 is the no-effect control and ±100 the full control effect
#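 Tetracycline-induced HEK293 Trex D1 cells, force-coupled to calcium, dye-loaded; compounds added and read 180 s, then EC80 dopamine added and calcium flux tracked kinetically another 180 s.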
# GRP78 ERSR act: induces the endoplasmic reticulum stress response in human glioma cells. U87-MG GRP78 promoter luciferase reporter, 16 h. Potency, µM, for the others: top-dose activation, most hits filed as activators. hit rate 0.02% among 420,000; further: potency means the concentration at half of the fitted maximal effect; series mostly up to about 76 µM; % of control where 0% means no effect; nearly all actives have a fitted effect of over 35% in size
#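 ERSR induction read as luciferase luminescence (Bright-Glo, 10 min at room temperature) in stably transfected human U87-MG glioma cells exposed to compounds for 16 h, using GRP78 as sensor.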
# Vif-APOBEC3G blk: inhibitors of Vif-APOBEC3G interaction; Potency, µM (titrated, usually from 46.1 µM), without a hit: top-dose activity, negative = active, actives largely listed as inhibitors; hit rate 0.076% among 410,000; HeLa A3G-eYFP + Vif (tagged APOBEC3G with the HIV-1 protein that degrades it), YFP fluorescence, overnight;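 further: potency means the concentration at half of the fitted maximal effect; on the % scale 0 is the no-effect control and ±100 the full control effect; nearly all actives have a fitted effect of over 60% in size; hits raise eYFP signal because A3G escapes Vif-driven loss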
#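 Read-out is eYFP fluorescence (Ex 488/Em 500-530) from Vif-expressing HeLa A3G-eYFP cells; more signal means A3G escaped Vif-mediated degradation. Cells plated overnight, compound pinned in, incubated overnight at 37 deg C.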
# D2 PAM: positive allosteric modulators of human D2 dopamine receptor; P14416; HEK293 T-REx D2, calcium flux, EC20 dopamine potentiation; potentiation, % at 10 µM; hit rate 0.34% among 340,000; AID 485347;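 active means potentiation over 3 SD above the plate norm, cut at about 30% in these data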; further: 0% is about no effect
# Target sequence (P14416 whole entry, looked up): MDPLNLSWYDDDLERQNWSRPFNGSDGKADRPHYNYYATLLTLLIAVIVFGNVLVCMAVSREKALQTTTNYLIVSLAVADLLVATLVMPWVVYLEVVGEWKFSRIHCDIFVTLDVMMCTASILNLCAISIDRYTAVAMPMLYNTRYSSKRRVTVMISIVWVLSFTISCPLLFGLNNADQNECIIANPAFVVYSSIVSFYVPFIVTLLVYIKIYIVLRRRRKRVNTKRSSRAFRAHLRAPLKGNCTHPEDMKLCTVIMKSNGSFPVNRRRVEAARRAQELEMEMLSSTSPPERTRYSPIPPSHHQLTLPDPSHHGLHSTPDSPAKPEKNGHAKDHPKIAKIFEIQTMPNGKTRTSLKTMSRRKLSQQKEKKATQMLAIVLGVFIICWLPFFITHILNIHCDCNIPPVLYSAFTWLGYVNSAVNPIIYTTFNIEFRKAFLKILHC
#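 Potentiation of an EC20 dopamine calcium response measured kinetically over 180 s, after a preceding 180 s compound-only read flagging agonists. Cells: inducible Hek293 Trex D2 line, 4000/well, cultured overnight at 30 C before dye loading.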
# RXFP1 agonist: activates the human relaxin receptor RXFP1 | HEK293T-RXFP1 cAMP TR-FRET, 30 min; response scale: percent of porcine relaxin response, buffer zero | Potency, µM (highest dose often 57.5 µM), for the others: at the top dose activation, usual class: activators | hit rate 0.3% among 370,000 | Q9HBX9 | AID 2676; further: potency means the concentration at half of the fitted maximal effect; on the % scale 0 is the no-effect control and ±100 the full control effect; nearly all actives have a fitted effect of over 60% in size; many of its hits are not listed in these tables
#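 HEK293T cells stably expressing RXFP1 were pretreated with the PDE4 inhibitor Ro 20174, exposed to compounds for 30 min at 37C, lysed, and cAMP was read by TR-FRET. Data normalized to buffer (basal) and 29 nM porcine relaxin (100%).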
# LDHA block: LDHA (human) enzyme inhibition. P00338. purified LDHA, NADH/diaphorase-resazurin fluorescence; stronger effect = lower value. activity change, % (values are at about 110 or 230 µM). hit rate 0.15% among 480,000. AID 1347041; in the data active means activity change below about -30%; inconclusive means mostly about -25% to -30%;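 further: plate controls were DMSO wells for no effect and wells without enzyme for full effect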
#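 Remaining NADH was detected by diaphorase (0.133 mg/mL) converting 37 µM resazurin to fluorescent resorufin, read at 0 and 20 minutes. The preceding 5-minute room-temperature reaction used 2 nM LDHA, 0.2 mM sodium pyruvate and 0.06 mM NADH at pH 7.4.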
# * hit, by the source's call; ? = inconclusive; . = no result given; & = joins results of further samples. Unless noted, the call rests on the fitted dose curve; in most records, active means well fitted curve in the direction sought with a large enough effect; inconclusive means small, poorly fitted or top-dose-only effect, or another doubt; inactive means no such curve, though single readings can be large; an effect the other way counts as inactive or inconclusive.
SMILES	D1 ag	D1 potentiator	Vif-A3F inh	D1 antag	GRP78 ERSR act	Vif-APOBEC3G blk	D2 PAM	RXFP1 agonist	LDHA block
COc1cccc(CNC(=O)CCn2cnc3ccccc3c2=O)c1	0.3	-0.8	3.5%	-4.4	-0.1%	-2.0%	-5.9	-4.0%	-3.9
O=C(O)c1ccsc1Cc1cccs1	.	.	-10.4%	.	-2.9%	-2.1%	.	.	-2.5
CC(=O)Nc1ccc(C(=O)NC(C)c2ccc(-n3ccnc3)cc2)cc1 (configuration not stated)	2.4	0.8	4.6%	-10.6	0.6%	0.6%	3.0	0.2%	2.5
CC(=O)Nc1ccc(N(C(=O)c2ccco2)C(C(=O)NC2CCCCC2)c2ccccc2)cc1 (configuration not stated)	6.8	-3.3	-6.4%	-1.4	1.4%	0.6%	2.1	-0.1%	-1.6
CC1CCN(CCOCCOc2ccc(Cl)cc2Br)CC1	6.4	-12.9	-0.5%	-4.0	-4.3%	0.8%	-20.9	0.7%	-33.7*
CN(Cc1ccccc1)C(=O)c1[nH]cnc1C(=O)NCC(=O)OC(C)(C)C	-1.3	1.5	-5.6%	-6.4	-0.4%	1.7%	-9.1	-1.0%	-2.5
COCCNC(=S)N/N=C(\C)c1cccc([N+](=O)[O-])c1	-1.7	-5.2	?	16.4	-0.6%	0.0%	13.6	1.9%	-4.1
Cc1ccc2cc(CN(Cc3cccs3)C(=O)c3ccco3)c3nnnn3c2c1C	3.6	-8.4	.	-3.6	.	.	10.0	3.9%	.
CCn1c(=O)c2cc(C(=O)N3CCOCC3)sc2c2ccccc21	0.2	3.2	6.9%	6.9	-1.4%	-8.3%	11.0	3.8%	-0.7
CC(=O)Nc1ccc(S(=O)(=O)N(C)CC(=O)OC(C)C(=O)N(C)Cc2ccccc2)cc1 (configuration not stated)	2.8	-1.4	8.0%	15.3	-5.2%	0.1%	3.4	0.1%	-0.5
O=[N+]([O-])c1ccc(Oc2cccc3cccnc23)c(Cl)c1	0.6	-1.5	?	-8.4	-3.2%	-3.5%	-5.6	1.9%	4.8
CCOC(=O)c1ccc(NC(=O)c2cc3cc(C)ccc3n2C)cc1	2.6	-0.9	0.0%	14.9	-1.5%	-3.1%	12.9	0.5%	2.1
Cc1ccc(/C=N/NC(=O)c2ccc(-n3cnnn3)cc2)cc1	22.5	0.9	1.3%	1.3	-5.8%	-2.8%	4.3	-0.7%	-2.0
O=C(COC(=O)c1cc([N+](=O)[O-])ccc1NCc1ccccc1Cl)NCC(F)(F)F	3.8	-5.5	12.0%	-2.6	-6.2%	0.0%	-1.4	-0.6%	-8.0
Cc1ccc2nc(NCc3ccc(F)cc3)c3nncn3c2c1	1.2&3.0	-10.2&-2.4	?	-10.0&-0.2	0.1%&-1.4%	-3.4%&2.3%	-1.0&-6.9	20.1%	-1.2&-0.3
CCCNC(=O)CSc1nc2ccccc2c(=O)n1CCC	0.0	-3.1	5.3%	7.8	-2.5%	2.7%	8.6	-0.3%	-9.5
CC(OC(=O)CCN=C1NS(=O)(=O)c2ccccc21)C(=O)N(C)C1CCCCC1 (configuration not stated)	2.2	-10.2	-13.1%	-8.8	-3.5%	-0.9%	-4.9	-0.3%	-0.9
CC(=O)NC(C)C(=O)OCC(=O)c1ccc(Cl)s1 (configuration not stated)	0.9	2.5	-4.3%	-2.8	-3.0%	1.3%	-8.0	6.3%	-8.3
Cc1cccc(NS(=O)(=O)c2cccc(C(=O)NCc3ccccc3CN3CCOCC3)c2)c1	1.1	-0.8	-3.4%	-16.3	-4.6%	0.8%	-9.7	-1.0%	3.2
Cc1ccc2c(c1)CCCN2C(=O)c1ccoc1C	1.6	0.6	-13.5%	9.5	-0.9%	-20.0%	-14.0	1.9%	0.1
Cc1ccc(-n2c(C)nc3c(cnn3-c3ccc(C)c(C)c3)c2=O)cc1C	0.2	1.2	-10.9%	5.8	-1.0%	5.3%	.	1.2%	0.7
CC(C)Cc1nnc(NC(=O)CCC(=O)NC2CCCCC2)s1	1.0	1.5	-5.1%	-22.0	-2.5%	1.3%	-1.8	-0.2%	0.8
Clc1ccccc1-c1nn2c(-c3ccccn3)nnc2s1	2.1	-1.6	8.2%	-7.3	1.1%	0.2%	5.2	2.1%	-4.1
Cc1cc(=O)oc2cc(OCC(=O)OCC(=O)Nc3ccc(C(C)C)cc3)ccc12	1.2	3.2	-5.1%	-12.4	-2.3%	-8.2%	-1.7	0.2%	2.3&-6.9
COc1ccc(N2C(=O)CC(N3CCN(c4cccc(Cl)c4)CC3)C2=O)cc1 (configuration not stated)	3.0	-1.9	-5.7%	-20.1	-1.7%	-0.3%	9.4	-3.7%	-8.2
Cn1c(Cn2cnc3ccccc32)nnc1SCc1ccccc1	2.7	-1.9	.	-12.1	-5.3%	-3.2%	-4.4	3.2%	-12.3
COc1ccc(C2CC(=O)c3cnc4c(-c5ccccc5)c(C)nn4c3C2)cc1OC (configuration not stated)	0.5	0.2	-0.1%	3.6	1.7%	1.8%	2.6	-0.6%	-4.4&0.4
C/C(=C/c1oc2ccc(O)cc2c1[N+](=O)[O-])N(C)C	1.0	-2.8	2.7%	-4.1	-1.8%	1.6%	-0.2	2.1%	18.5
Cc1ccc(NC(=O)COC(=O)C2(CC(=O)NC(C)C)CCCC2)cc1C	.	.	6.2%	.	2.5%	-7.2%	.	.	1.3
O=C(CCc1nc2ccccc2[nH]1)Nc1ccc(F)cc1	-1.5	2.8	1.2%	0.5	-4.3%	0.7%	-23.6	-0.9%	-1.6
CCn1c(SCC(=O)Nc2cc(C)on2)nnc1-c1cccnc1	1.6	-5.2	-6.3%	-5.6	-8.1%	-0.4%	-8.6	1.1%	2.5
COCCN(CCOC)S(=O)(=O)c1ccc(C(=O)Nc2sc3c(c2C(=O)OC)CCN(C)C3)cc1	-3.9	0.1	?	-13.0	-6.1%	-13.4%	3.0	3.6%	4.2
COc1cc(C(=O)Nc2ccc(NC(=O)C3CCCCC3)nc2)cc(OC)c1OC	-0.4	-3.8	0.5%	-5.5	-1.6%	0.0%	-6.8	-0.3%	-1.3
CCOC(=O)c1cccc(N/C=C/C(=O)c2ccc(OC)c(OC)c2)c1	2.0	-7.0	3.1%	2.3	-12.0%	-2.7%	4.5	5.6%	4.9
C[C@H](OC(=O)c1[nH]cnc1C(=O)N1CCN(C(=O)OC(C)(C)C)CC1)c1ccccc1	.	.	-2.8%	.	-2.2%	0.8%	.	.	3.7
CS(=O)(=O)N1CCN(C(=O)Cc2ccc([N+](=O)[O-])cc2)CC1	3.2	3.4	-11.7%	12.7	5.8%	1.4%	11.8	-2.1%	-2.1
C#CCOCCOCCOCCNc1nc(N2CCN(C(=O)[C@H]([C@@H](C)CC)n3cc(CCC(=O)O)nn3)CC2)nc(N2CCN(C(=O)[C@H](CCCCN)n3cc(CCCC)nn3)CC2)n1	.	.	1.8%	.	0.3%	-5.8%	.	.	0.4
CCCC(=O)c1cc2cc(Cl)ccc2oc1=O	3.5	-3.6	.	-6.0	-3.4%	-0.8%	0.5	1.3%	-1.6
COc1ccccc1NS(=O)(=O)c1cccc(C(=O)N/N=C(/C)c2ccc(-n3ccnc3)cc2)c1	.	.	-1.7%	.	-6.2%	0.9%	.	.	2.5
COc1cccc(-c2ccc(C#N)c(OC(=O)c3c(Cl)cccc3Cl)n2)c1	9.0	-3.4	3.8%	-12.6	?	-14.3%	1.6	3.8%	3.7
COCCCNS(=O)(=O)c1cc(-c2onc(C)c2C)ccc1OC	3.3	-3.0	-0.1%	8.0	-2.0%	5.6%	6.4	0.8%	-7.7
COc1ccc(-c2cc(C(=O)Nc3sc4c(c3C#N)CCCC4)c3ccccc3n2)cc1	0.4	-3.0	-1.3%	-13.7	3.5%	-6.5%	-2.2	0.1%	-7.2
O=C(Nc1cnn(Cc2ccc(F)cc2)c1)c1cc(-c2cccs2)on1	12.4	-2.7	-2.4%	6.4	-3.9%	-5.4%	2.0	-1.1%	-3.9
O=C(CSc1nnnn1C1CCCCC1)Nc1ccccc1N1CCOCC1	3.1	-4.7	-13.0%	1.3	-4.0%	3.3%	1.7	0.2%	-5.6
CCOc1ccc(Oc2ccc(S(=O)(=O)N3CCOCC3)cc2NC(=O)C2=COCCO2)cc1	3.1	3.4	8.0%	-2.9	-5.2%	-6.9%	2.1	-1.7%	-12.3
S=C(Nc1ccc(Br)cc1)N1CCCC1	4.5	-1.9	2.5%	-8.8	-0.3%	-0.4%	0.3	0.1%	1.7
CN(C(=O)c1cccs1)c1ccc(OCC(=O)Nc2ccc(C(=O)O)cc2)cc1	1.6	-1.1	-9.3%	5.0	-3.2%	-5.1%	.	1.1%	-3.0
COCc1nnc(NS(=O)(=O)c2ccc(F)cc2)s1	2.8	2.4	1.0%	5.7	-2.6%	0.8%	-5.7	-0.6%	-4.3
CCC1(CC)C(=O)NC(=O)NC1=Nc1cccc(OC)c1	-0.6	-3.5	0.4%	-3.7	-2.4%	-4.0%	-1.9	-0.8%	-2.9
CCOc1ccc(NC(=S)NNC(=S)Nc2cccc(C(F)(F)F)c2)cc1	0.8	-4.3	-7.9%	-22.4	2.6%	-2.8%	-7.5	-1.7%	1.5
CC(=O)c1ccc(NC(=O)CN2C(=O)/C(=C/C(C)=C/c3ccccc3)SC2=S)cc1	3.1	-6.3	-1.4%	-4.8	-2.4%	0.0%	1.1	-0.7%	-8.5
CCc1ccc(OCC(=O)Nc2ccc3oc(-c4ccc(OC)cc4)nc3c2)cc1	3.6	-1.8	-5.1%	-1.0	-2.7%	-2.0%	17.4	?	-7.3

# Some of the compounds tested (hit frequency here may not be typical).
